Bioassay records (PubChem BioAssay)
FBPA Giardia inh: Giardia lamblia aldolase inhibition | A8B2U2 | purified Giardia FBPA | Potency, µM (titrated, usually from 59.6 µM), without a hit: at the highest dose activity, negative = inhibition, usual class: inhibitors | 0.71% of 290,000 active; also: potency is read from the fitted curve at half-maximal effect; nearly all actives have a fitted effect of over 55% in size
Target sequence (A8B2U2 whole entry, looked up): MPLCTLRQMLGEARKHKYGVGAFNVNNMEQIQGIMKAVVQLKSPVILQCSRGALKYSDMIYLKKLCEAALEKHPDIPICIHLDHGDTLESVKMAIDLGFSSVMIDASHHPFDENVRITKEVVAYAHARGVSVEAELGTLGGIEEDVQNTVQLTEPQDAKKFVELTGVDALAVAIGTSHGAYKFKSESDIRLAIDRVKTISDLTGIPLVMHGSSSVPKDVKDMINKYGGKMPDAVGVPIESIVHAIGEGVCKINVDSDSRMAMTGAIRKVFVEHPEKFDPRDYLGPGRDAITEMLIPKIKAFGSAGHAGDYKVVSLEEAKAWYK
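40 nM FBPA preincubated 10 min at RT with compound (up to 57.5 uM final), then substrate plus GAPDH/TPI/NAD/arsenate coupling and diaphorase/resazurin added. Fluorescence read after 20 min at RT, 525/598 nm.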
Sm TGR inh: blocks Schistosoma mansoni thioredoxin glutathione reductase; 3% of 360,000 active; Potency, µM (series often up to 114 µM), for the others: top-dose activity change, negative = inhibition, usual class: inhibitors; purified TGR, DTNB reduction, TNB absorbance 405 nm; AID 485364; also: potency is read from the fitted curve at half-maximal effect; nearly all actives have a fitted effect of over 60% in size
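Kinetic colorimetric format: TGR-catalysed, NADPH-driven DTNB reduction monitored via TNB absorbance. Enzyme dispensed at 20 nM; compound exposure 15 min at room temperature before reaction start.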
AMA1-RON2 inh: disrupts binding of P. falciparum AMA1 to RON2; AlphaScreen AMA1-biotinylated RON2 peptide binding; Potency, µM (highest dose often 58.2 µM), for the others: at the top dose activity change, negative = inhibition, actives largely listed as inhibitors; 0.2% of 360,000 active; AID 720542;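 also: potency is read from the fitted curve at half-maximal effect; 0% = vehicle wells and -100% = peptide control; nearly all actives have a fitted effect of over 45% in size; some results filed as inactive show a strong effect at the top dose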
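AMA1 (3D7) with his tag at 25 nM final met compounds first, then biotinylated RON2 peptide at 25 nM; detection used donor plus acceptor beads, 10 µg/mL apiece, read by AlphaScreen after 30 min at room temperature.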
HCV inhibitor: blocks hepatitis C virus. Huh7.5.1 HCVcc-Cre infection, luciferase reporter, 44 h. Potency, µM (doses to about 41.8 µM), for inactives: top-dose activity change, negative = inhibition, actives largely listed as inhibitors. 3.4% of 340,000 active; also: potency is read from the fitted curve at half-maximal effect
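Seed cells (1,000/well) for 4 h; treat with compound and infect with HCVcc-Cre, moi about 0.5. Incubate 44 h, then detect luciferase activity.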
AmpC detergent: blocks E. coli AmpC beta-lactamase in detergent assay; Potency, µM (titrated, usually from 114 µM), without a hit: top-dose activity change, negative = inhibition, usual class: inhibitors; 0.041% of 370,000 active; AID 485294; AmpC hydrolysis of nitrocefin, absorbance 480 nm, 0.01% Triton; P00811;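 also: potency is read from the fitted curve at half-maximal effect; 0% = no-compound wells and -100% = no-enzyme wells; nearly all actives have a fitted effect of over 25% in size; some results filed as inactive show a strong effect at the top dose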
Target sequence (P00811 whole entry, looked up): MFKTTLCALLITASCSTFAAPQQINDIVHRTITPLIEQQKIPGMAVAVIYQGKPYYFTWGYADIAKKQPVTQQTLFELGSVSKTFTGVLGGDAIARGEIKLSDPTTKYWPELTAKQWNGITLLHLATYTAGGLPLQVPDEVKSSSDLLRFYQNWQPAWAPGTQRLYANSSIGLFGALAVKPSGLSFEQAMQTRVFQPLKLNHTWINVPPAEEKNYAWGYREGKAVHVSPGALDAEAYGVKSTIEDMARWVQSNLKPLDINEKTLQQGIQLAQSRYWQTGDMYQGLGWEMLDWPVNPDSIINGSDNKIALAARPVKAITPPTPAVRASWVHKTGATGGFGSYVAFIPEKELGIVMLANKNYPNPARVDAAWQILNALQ
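AmpC (5.3 nM in the dispensed reagent) in 20 mM phosphate pH 7.0 with 0.01% (detergent screen) or 0.0001% Triton X-100 was preincubated with compounds for 15 min at room temperature. Nitrocefin was then added from an 800 uM solution, and hydrolysis was followed at 480 nm.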
HCMV inh: inhibitors of human cytomegalovirus; HFF cells, HCMV-luciferase reporter, 72 h; hits give low values; activity change, negative = inhibition, % at 57.5 µM; 4.5% of 410,000 active; AID 1259415; in the data active = activity change below about -60%; inconclusive = no clear call, values can overlap the other calls; inactive = above about -39%
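Compounds were evaluated in HFFs infected with an HCMV luciferase reporter virus (MOI 1 PFU/cell). Luciferase in lysates collected 72 h post infection served as the replication measure.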
An asterisk follows results filed as active; ? = inconclusive; / = not tested or not shown; & = joins results of further samples; [ ] = remark or other dose. Unless noted, calls follow the shape of the dose curve; as a rule, active = well fitted curve in the direction sought with a large enough effect; inconclusive = small, poorly fitted or top-dose-only effect, or another doubt; inactive = no such curve, though single readings can be large; an effect the other way counts as inactive or inconclusive. Unless noted, % is scaled to controls: 0 for no effect and ±100 for the full control effect.

SMILES	FBPA Giardia inh	Sm TGR inh	AMA1-RON2 inh	HCV inhibitor	AmpC detergent	HCMV inh
Cc1ccc(S(=O)(=O)N2CCCOC2CNC(=O)C(=O)NCc2ccco2)cc1 (configuration not stated)	4%	-17%	10%	5%	-5%	-28
COC(=O)c1sc(S(=O)(=O)N2CCCCC2)c(C(=O)OC)c1C	-1%	-23%	5%	-3%	-7%	24
Cc1nn(C)c(C)c1NC(=O)CCSc1nc(-c2ccco2)cc(C(F)(F)F)n1	0%	?	0%	4µM*	-6%	?
Cc1cc(C)cc(NC(=O)C(NS(=O)(=O)c2cccc3nsnc23)c2ccccc2)c1 (configuration not stated)	/	-1%	/	/	-5%	-1
NS(=O)(=O)c1ccc(CNC(=O)Cc2cccs2)cc1	-3%	-10%	5%	7%	-9%	-11
CCCCN1C2CCCC1CC(NC(=O)C1CCCCC1)C2 (configuration not stated)	1%	0%	0%	-5%	0%	-24
O=C(CCn1c(=O)[nH]c2ccccc2c1=O)N1CCN(c2ccc(Cl)cc2)CC1	0%	6%	-6%	11%	1%	8
COc1ccc(OC)c(-c2nc(C(=O)NCC3CCCO3)cc3c2[nH]c2ccccc23)c1 (configuration not stated)	-2%	-14%	43%[activator]	10µM*	?	23
CCOC(=O)C1=C(CN2CCC(C(=O)OCC)CC2)NC(=O)NC1c1ccc(Cl)cc1 (configuration not stated)	/	-15%	/	/	1%	4
COc1ccc(NC(=O)N2CCC(CO)(CC3CCCCO3)CC2)c(OC)c1 (configuration not stated)	4%	0%	-3%	3%	1%	67
CC(=O)c1ccc(-c2ccccc2[C@H]2[C@H]3C=CC[C@@H](C)[C@@H]3C(=O)N2Cc2ccccc2)cc1	-2%	54%[activator]	/	/	-7%	/
CCCCn1c(N)c(C(=S)NC(=O)CC(C)(C)C)c(=O)n(C)c1=O	25%	5%	117%[activator]	6%	-1%	11
CCOC(=O)c1c(NC(=O)/C(C#N)=C/c2ccccc2)sc2c1CCC2	/	0%	/	/	-1%	2
Cc1cccc(C(=O)NC(=S)Nc2ccccc2C(=O)O)c1	-14%	12%	22%	15%	6%	31
COc1cc2c(cc1OC)CN(C(=O)CCOc1ccccc1)CC2	13%	1%	-10%	-28%	?	19
C=CCNC(=S)Nc1cccc(N)c1	?	/	39%[activator]	?	0%	-33
CCOc1ccc(Br)cc1S(=O)(=O)Nc1ccc(NC(=O)c2ccccc2C)cc1	3%	5%	0%	-16%	0%	-30
O=C(Nc1ccc(F)cc1)c1cc2ccccc2o1	-13%	16%	6%	-30%	?	147
Cc1cccc(C)c1NC(=O)c1ccc([N+](=O)[O-])s1	9%	-9%	6%	10µM*	4%	?
COc1ccc(Cn2c(SCC(=O)NCc3ccc(Cl)cc3)nc3ccsc3c2=O)cc1	/	0%	/	/	18%	16
Cc1ccc2ccc(C(Nc3cccc(C(F)(F)F)c3)c3cccnc3)c(O)c2n1 (configuration not stated)	-1%	2.2µM*	78%[activator]	?	-5%	-25
O=C1CCOc2cc(OCc3ccccc3)ccc21	-6%	1%	1%	13%	-4%	174
Cc1csc(SCC(=O)NC(=O)Cc2ccccc2)n1	6%	-9%	-17%	5%	-6%	74
O=[N+]([O-])c1ccc(Cl)c2c1C1C=CCC1C(c1ccccn1)N2 (configuration not stated)	?	20µM*	2%	-24%	2%	-9
CCCCOc1ccc(CN2CCN(CCO)CC2)cc1	-10%	-15%	-1%	-15%	?	6

Quoted from the listing:
O=C(CCn1c(=O)[nH]c2ccccc2c1=O)N1CCN(c2ccc(Cl)cc2)CC1 in HCMV inh = 8
COc1ccc(NC(=O)N2CCC(CO)(CC3CCCCO3)CC2)c(OC)c1 (configuration not stated) in HCMV inh = 67

Remaining list, next part
SMILES	FBPA Giardia inh	Sm TGR inh	AMA1-RON2 inh	HCV inhibitor	AmpC detergent	HCMV inh
COc1ccc(Nc2ncc(C(=O)Nc3cc(C)ccc3OC)c3ccccc23)cc1	/	-2%	/	/	10%	-108*
S=C(Nc1ccc(Cl)cc1Cl)N1CCCCC1	-2%	-20%	16%	11%	-5%	-27
Cc1cc(CN(C)C)c(O)c(C2(C)CCCCC2)c1	4%	-22%	-1%	-9%	-8%	-29
O=C(Cc1ccc(Br)c2ccccc12)N/N=C/c1ccccn1	-27%	-4%	83%[activator]	?	-8%	-24
CCOC(Cn1cc(C)c(=O)[nH]c1=O)OCC	8%	1%	8%	17%	-9%	23
O=C(Cc1ccc(Cl)cc1)c1ccccc1	/	/	28%	5%	/	-20
CCOC(=O)c1c(-c2cccc([N+](=O)[O-])c2)csc1NC(=O)CCCOc1ccccc1	1%	-7%	-15%	?	-9%	19
CN(C(=O)COC(=O)c1nn(C)c(=O)c2ccccc12)c1c(N)n(Cc2ccccc2)c(=O)[nH]c1=O	/	-3%	15%	6%	?	-8
O=C(NC(=S)Nc1ccc(Cl)cn1)C12CC3CC(CC(C3)C1)C2	-2%	0%	41%[activator]	-25%	3%	12
CCOC(=O)Cc1nc(-c2cccc(C(F)(F)F)c2)no1	0%	62%[activator]	34%[activator]	4%	?	-2
CC1(C)CC(=O)C=C(Nc2cccc(Cl)c2Cl)C1	/	/	26%	4%	/	-4
O=C(CSc1nc2ccccc2c(=O)[nH]1)N1CCCCC1	-1%	-8%	3%	9%	?	42
COc1cc(CN(C)CCc2ccccc2)ccc1OCc1ccccc1	0%	2%	-4%	3.5µM*	-6%	-32
FC(F)(F)COc1nc(N2CCOCC2)nc(N(c2ccccc2)c2ccccc2)n1	1%	3%	-9%	?	?	-86*
Cc1nn(Cc2ccccc2)c(C)c1NC(=O)c1cc(C(C)C)on1	/	9%	/	/	1%	5
COc1ccc2sc(-c3ccc(N(C)C)cc3)c(C#CCO)c2c1	/	?	-6%	?	-7%	17
CCCCNC(=O)CCc1nc2cccnc2n1Cc1ccccc1	6%	-1%	11%	2%	5%	26
Cc1oc2c(C)c3oc(=O)c(CCC(=O)NCCN4CCOCC4)c(C)c3cc2c1C	3%	-2%	-2%	?	?	-3
OC1CCCN(CC(O)c2ccccc2)C1 (configuration not stated)	?	-12%	?	5%	-4%	-2
CN(C)C(=O)Cn1cnc2c(cnn2-c2ccccc2Cl)c1=O	-3%	5%	6%	7%	-15%	-17
Cc1ccc(SCC(=O)OC(C)C(=O)NC2CCCCC2C)c(C)c1 (configuration not stated)	/	-16%	-3%	7%	-7%	?
C#Cc1ccc([C@@H]2C=C(C(=O)Nc3ccccc3)O[C@H](OCC)[C@H]2CCCO)cc1	8%	0%	0%	2%	-5%	-8
Cc1cccc(NC(=O)/C(C#N)=C\c2cn(CC(=O)O)c3ccccc23)c1	3%	/	6%	-8%	-1%	-11
COc1ccc(NC(=O)C(NC(C)=O)C(=O)NCc2ccccc2)cc1 (configuration not stated)	5%	15%	7%	-3%	-1%	-30
CCOc1ccc(C(=O)Nc2cccc(-c3ccc(N4CCOCC4)nn3)c2)cc1OCC	/	2%	11%	?	-11%	33

Arranged by heavy-atom count (lowest first): some entries from above
SMILES	FBPA Giardia inh	Sm TGR inh	AMA1-RON2 inh	HCV inhibitor	AmpC detergent	HCMV inh
CC1(C)CC(=O)C=C(Nc2cccc(Cl)c2Cl)C1	/	/	26%	4%	/	-4
NS(=O)(=O)c1ccc(CNC(=O)Cc2cccs2)cc1	-3%	-10%	5%	7%	-9%	-11
COc1ccc(NC(=O)N2CCC(CO)(CC3CCCCO3)CC2)c(OC)c1 (configuration not stated)	4%	0%	-3%	3%	1%	67
Cc1cc(C)cc(NC(=O)C(NS(=O)(=O)c2cccc3nsnc23)c2ccccc2)c1 (configuration not stated)	/	-1%	/	/	-5%	-1

(more compounds)
SMILES	FBPA Giardia inh	Sm TGR inh	AMA1-RON2 inh	HCV inhibitor	AmpC detergent	HCMV inh
C=CCOc1c(Br)cc(/C=C2\SC(=Nc3ccccc3)NC2=O)cc1OC	?	0%	-3%	?	1%	-18
Cn1ncc(Cl)c1C(=O)Nc1cccc(Cl)c1	-23%	45µM*	5%	-2%	?	3
COc1cc(/C=C/CO)cc(OC)c1O[C@@H]1O[C@H](CO)[C@@H](O)[C@H](O)[C@H]1O	3%	-9%	5%	26%	?	-5
CCOc1ccc(NC(=O)c2ccc(N)cc2)cc1	1%	-16%	11%	-9%	-7%	0
CCOC(=O)N1CCN(C(=O)c2cc3n(n2)C(C(F)(F)F)CC(c2ccc4c(c2)OCO4)N3)CC1 (configuration not stated)	-6%	1%	9%	/	-7%	-26
CCOC(=O)[C@H]1[C@H]2COc3ccc(Br)cc3[C@H]2N2C(=O)CN(CCc3c[nH]c4ccccc34)C(=O)[C@@]12C	/	/	0%	1%	/	46
CCCc1nc(SCC(=O)Nc2ccc(N3CCOCC3)cc2)c2ccccc2n1	0%	-28%	-9%	-15%	?	-24
CC(=O)N1c2ccc(S(=O)(=O)N3CCCCCC3)cc2CC1C(=O)NCc1ccc(Cl)cc1 (configuration not stated)	/	1%	/	/	-6%	15
CC(NC(=O)C1CCCO1)c1ccccc1 (configuration not stated)	-1%	1%	-7%	2%	-3%	23
CC1CCN(c2ccc(C=O)o2)CC1	4%	/	-11%	8%	2%	-20
CCn1c(O)c(N=NC(=O)CNC(=O)/C=C/c2ccco2)c2ccccc21	4%	35µM*	-1%	-8%	3%	22
CC(C)CCN1CCC(N)=NC1=O	-7%	9%	1%	6%	5%	7
Cc1ccc(NC(=O)C2CCN(S(=O)(=O)c3cccc4cccnc34)CC2)nc1	2%	-21%	7%	-11%	?	14
COc1cccc(OC)c1C(=O)N1CCN(Cc2ccccc2C(F)(F)F)CC1	-22%	6%	-3%	-3%&3%	?	-18
COc1ccc(C(=O)COC(=O)c2cc(-c3cccs3)nc3ccccc23)cc1	/	0%	/	/	5%	11
COC(=O)C1=CN(C)C=C(C(=O)OC)C1c1ccc(Cl)cc1Cl	-5%	17%[11.4 µM]	17%	9%	-10%	4
CCc1ccccc1NC(=O)CSc1nc2c(c(-c3ccco3)c1C#N)CCCC2	2%	8%	2%	?	-17%	8
Cc1ccc(NS(=O)(=O)c2cc([N+](=O)[O-])ccc2N/N=C/c2sc(N3CCOCC3)nc2-c2ccccc2)c(C)c1	-4%	9%	-6%	-2%	7%	-37
CCN(CC(=O)Nc1c(F)cccc1F)C(=O)CSCC(=O)Nc1cccc(C)c1	/	0%	56%[activator]	-13%	0%	12
CN1CCN(c2ccc(NC(=S)NC(=O)c3cccc4c(Cl)cccc34)cc2)CC1	-15%	-11%	-4%	?	-9%	-15
Nc1nc(N)nc(-c2cc(O)ccc2O)n1	/	-29%	6%	-15%	-8%	?
CN(C(=O)Cc1c(C(=O)O)n(C)c2ccccc12)c1ccc(Cl)cc1	6%	2%	7%	7%	-3%	14
Cc1ccc2[nH]c(CSc3nnc(NC(=O)COc4ccccc4F)s3)cc(=O)c2c1	/	-2%	/	/	4%	-14
CC1=CC(=C2C(=O)c3ccccc3C2=O)C=C(C)N1Cc1ccco1	-14%	40µM*	-2%	?	0%	78
COc1cccc(NC(=O)NCc2ccc(F)cc2)c1	-1%	6%	-2%	?	?	29
O=C(/C=C/c1cccc(F)c1)Nc1ccc(S(=O)(=O)N2CCOCC2)cc1	/	/	-17%	-17%	/	?
Cc1noc2ncnc(Sc3ccc(Br)cc3)c12	0%	?	12%	32µM*	-1%	-106*
Cc1nnc(SCC(=O)N2CCC(C(N)=O)CC2)s1	5%	0%	-1%	23%	-10%	-12
CCOc1ccc(CNC(=O)c2ccc3c(c2)nc2n3CCCCC2)cc1	/	-1%	/	/	-2%	27
